LDHA block = blocks human lactate dehydrogenase A; P00338; purified LDHA, NADH/diaphorase-resazurin fluorescence; active compounds read low; activity change, % (values are at about 110 or 230 µM); 480,000 tested, 0.15% active; in the data active = activity change below about -30%;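 note: plate controls were DMSO wells for no effect and wells without enzyme for full effect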
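Resorufin fluorescence (ex540/em590), read at 0 and 20 min after diaphorase/resazurin addition, reports the NADH left after a 5 min room-temperature reaction of 2 nM human LDH5 with 0.06 mM NADH and 0.2 mM pyruvate.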
The depositor's hits bear a star.

LDHA block	canonical_smiles
-3	COc1cc(NS(=O)(=O)c2cc(-c3cnc(C4CC4)o3)ccc2C)cc(OC)c1
1	Nc1[nH]c(C(=O)c2ccccc2)c(-c2ccc(Cl)cc2)c1C(=O)NCc1ccccc1
3	COC(=O)c1ccc(N2C(c3ccsc3)=Cc3cc4c(cc3C2CC(=O)c2ccco2)OCO4)cc1 (configuration not stated)
11	NCCCCCC(N)(C(=O)O)c1ccccc1 (configuration not stated)
0	COc1ccc(-c2c(C)c3ccc(OS(C)(=O)=O)cc3oc2=O)cc1
6	O=C(CCC1CCCC1)N(Cc1ccncc1)C1CC1
8	Cc1oc(-c2cccs2)nc1C(=O)NCC(C)(C)N1CCOCC1
-1	Cc1ccccc1-n1ccnc1SCC(=O)c1ccc(F)c(F)c1

The final seven records of the part above come first, to join the parts.
LDHA block	canonical_smiles
1	Nc1[nH]c(C(=O)c2ccccc2)c(-c2ccc(Cl)cc2)c1C(=O)NCc1ccccc1
3	COC(=O)c1ccc(N2C(c3ccsc3)=Cc3cc4c(cc3C2CC(=O)c2ccco2)OCO4)cc1 (configuration not stated)
11	NCCCCCC(N)(C(=O)O)c1ccccc1 (configuration not stated)
0	COc1ccc(-c2c(C)c3ccc(OS(C)(=O)=O)cc3oc2=O)cc1
6	O=C(CCC1CCCC1)N(Cc1ccncc1)C1CC1
8	Cc1oc(-c2cccs2)nc1C(=O)NCC(C)(C)N1CCOCC1
-1	Cc1ccccc1-n1ccnc1SCC(=O)c1ccc(F)c(F)c1
-3	CC(C)C[C@H]1CN(CCCC[C@@H]2CNC(=O)C(=O)N2CC2CCCCC2)C(=O)C(=O)N1CCc1ccc(O)cc1
-1	Cc1ccc(C)c(CS(=O)Cc2cccc(C(F)(F)F)c2)c1 (configuration not stated)
-12	O=C(O)[C@@H]1CCCC[C@@H]1C(=O)N1CCOCC1
3	COC(=O)[C@@H](NC(=O)c1cnc(C)cn1)C(C)C
15	Cc1ccc2c(=O)cc(C(=O)N(Cc3ccc(Cl)cc3)Cc3ccco3)oc2c1
0	CCCNC(=O)CNC(=O)c1ccc(NC(=O)C2CC2)s1
8	COc1cccc2cc(-c3csc(Nc4ccc(C)cc4)n3)c(=O)oc12
9	Cc1ccc(-c2ccc(O)cc2)cc1

At a glance, some entries already given.
LDHA block	canonical_smiles
8	COc1cccc2cc(-c3csc(Nc4ccc(C)cc4)n3)c(=O)oc12
9	Cc1ccc(-c2ccc(O)cc2)cc1

Going on with the list.
LDHA block	canonical_smiles
13	Cn1nnnc1SCC(=O)N1N=C(c2cc3ccccc3o2)CC1c1ccco1 (configuration not stated)
4	COCCNC(=O)NC(=O)CN(C)Cc1cccs1
-2	O=C(OCC#CCSc1nnc(-c2cccs2)o1)c1ccc(F)cc1
-2	CC(=O)Nc1ccc(N2C(=O)C/C(=C/c3cn(C)c4ccccc34)C2=O)cc1
-9	CCCOc1ccccc1C(C)N (configuration not stated)
-2	Cc1ccccc1Nc1nc(-c2cc3ccccc3oc2=O)cs1
18	Cc1ccc(NC(=O)C(C)N2CCC(C(=O)NCc3ccccc3)CC2)c(Br)c1 (configuration not stated)
2	CCCN1CCN(CCCN)CC1
5	O=Cc1ccc(OCc2cccc(Br)c2)cc1
-5	O=C(c1cc2ccccc2oc1=O)N1CCN(c2cccc(C(F)(F)F)c2)CC1
9	Cc1ccc(-c2csc(-c3nc(-c4ccc(C)cc4)c(C)s3)n2)cc1
1	COc1ccc(C(=O)CSc2nnc(-c3cc4cc(Cl)ccc4o3)n2C)cc1
2	Cc1n[nH]c(C)c1I
-6	CC(C)Cn1nc(C(=O)Nc2nc3c(s2)CN(Cc2ccccc2)CC3)c2ccccc2c1=O
-2	O=C(COC(=O)c1ccc(S(=O)(=O)N2CCCCCC2)cc1)Nc1ccc(Cl)cn1
4	CCc1ccc(OC(=O)c2ccc(C)cc2)cc1
-5	CCCNC(=O)Cc1c(C)nc2nc(N)nn2c1C
-5	COC(=O)COc1coc(CN2CCN(c3ccccc3)CC2)cc1=O
0	CCc1ccc(-c2nc(SCc3ncc(-c4ccccc4)o3)n[nH]2)cc1
-1	Cc1ccc(OCC(=O)Nc2ccc3[nH]ncc3c2)cc1C
6	CC(NC(=S)NC(C)C1CC2CCC1C2)c1ccccc1 (configuration not stated)
5	COCc1nnc(NC(=O)Cn2ccc3cc(OC)ccc32)s1
-4	COc1cccc(NC(=O)CSc2nc3ccsc3c(=O)[nH]2)c1
8	CCC(=O)Oc1ccc2c(=O)c(-c3ccc(OC)c(OC)c3)c(C(F)(F)F)oc2c1
2	Cc1c(S(=O)(=O)c2ccc(F)cc2)c(N)n(Cc2cccnc2)c1C
-10	N#Cc1ccc(-c2ccc(OCc3ccccc3C#N)cc2)cc1
7	COc1cc2c(cc1OC)-c1c(c(C(=O)Nc3cccnc3)nn1-c1ccc(Cl)cc1)C2
13	COC(=O)CCNC(=O)N1CCc2[nH]cnc2C1c1ccc(OC)cc1F (configuration not stated)
0	COc1ccc2cc(CNC(=O)c3nn(C)c(=O)c4ccccc34)ccc2c1
4	CC(C)(C)NC(NC(=O)c1cccc(Cl)c1)C(Cl)(Cl)Cl (configuration not stated)
1	Cc1ccnc(-n2c(SCC(=O)N3CCCC3=O)nc3ccccc3c2=O)c1
6	O=C(Nc1ccccc1C(F)(F)F)C12CC3CC(CC(Cl)(C3)C1)C2
-9	COC(=O)CNC(=O)Cn1ccc2cc(Cl)ccc21
-1	Cc1cc(C(=O)O)n[nH]1
13	O=C(Nc1nnc(-c2ccccc2)o1)C1CCN(S(=O)(=O)c2cccc(C(F)(F)F)c2)CC1
-3	Cc1ccc2c(c1)cc(C(=O)NCCc1ccccc1)n2C
1	CC(NC(=O)c1ccc(-c2ccco2)cc1)c1ccccc1 (configuration not stated)
-15	O=C(Nc1ccc(OC(F)(F)F)cc1)c1cc(=O)c2ccccc2o1
-7	COC(=O)[C@]12CCCCC=C1N(Cc1ccco1)C(=O)[C@H](CC(=O)NCc1ccc(OC)c(OC)c1)C2
-5	CCCC(=O)n1nc(NCc2ccc(OCC)cc2)nc1NCc1ccc(OCC)cc1
6	O=C(CNc1ccc(F)cc1)N1CCN(S(=O)(=O)c2ccc3ccccc3c2)CC1
1	COc1ccc(Cn2c(=O)c3sccc3n(CC(=O)NCc3ccccc3)c2=O)cc1
8	COc1ccc(S(=O)(=O)N2CCN(Cc3nc4cc(C(=O)N5CCCCC5)ccc4o3)CC2)cc1
4	CCOc1ccc(S(=O)(=O)NCCO)cc1
-9	O=C(O)C(c1c[nH]c2ccccc12)N1CCN(Cc2cccs2)CC1 (configuration not stated)
-11	Cc1cc(NC(=O)c2ccco2)cc(-c2nc3cc(C(C)C)ccc3o2)c1O
6	CCCCn1nnnc1CSc1nnc(-c2cccc(C)c2)n1-c1ccccc1
6	O=C(/C=C/c1cccc([N+](=O)[O-])c1)OCCCC(=O)c1ccc(F)cc1
-16	N#CNC(=O)c1ccc(-n2cccc2/C=C2\NC(=O)N(CC(=O)Nc3ccc(F)cc3)C2=O)cc1
-5	Cc1oc(-c2ccccc2)nc1C(=O)NCCN1CCOCC1
-19	O=C(OCC(=O)N1CCc2ccccc21)c1ccc(Cl)c([N+](=O)[O-])c1
-4	CCOc1ccc(CNC(=O)c2cc3n(n2)CC(C)(C(=O)NC2CCCC2)N(CC)C3=O)cc1 (configuration not stated)
-2	Cc1ccc(N(C(C)C(=O)NCc2ccccc2)S(C)(=O)=O)cc1C (configuration not stated)
8	CNC(=O)NC(=O)CN(C)C1CCCCCC1
3	O=C(NC1CCS(=O)(=O)C1)c1n[nH]c(=O)c2ccccc12 (configuration not stated)
0	Cc1cc(I)ccc1NC(=O)c1nn(C)c(=O)c2ccccc12

Following part.
LDHA block	canonical_smiles
-1	N#Cc1c(N)n[nH]c1CCCNC(=O)c1ccccc1Nc1cccc(C(F)(F)F)c1
-4	S=C(NCc1cccs1)NCC1CCCCC1
2	O=C(CCc1ncc(-c2c(F)cccc2F)o1)Nc1ccccn1
97	O=C1C(=C(c2ccccc2)c2ccccc2)C(Cl)C(Cl)(Cl)c2ccccc21 (configuration not stated)
1	O=C(C(=O)N1CCN(C(=O)OCc2ccccc2)CC1)c1cccnc1
55	COc1ccc(C2C(C#N)=C(N)OC3=C2C(=O)CC(C)(C)C3)c2ccccc12 (configuration not stated)
11	Fc1ccc(CNc2ncnc3onc(-c4cc(F)cc(F)c4)c23)cc1
-6	COc1ccc(CCNC(=O)C(C)C)cc1
10	Cc1csc2nc(COC(=O)c3ccc(NC(=O)c4ccc(C(C)(C)C)cc4)cc3)cc(=O)n12
-4	CN1CCCC1CNC(=O)c1cc2ccccc2s1 (configuration not stated)
11	CCCCNC(=O)C12CC3CC(CC(C3)C1)C2
4	Cc1nnc(SCc2nnc(-c3ccc(F)cc3)o2)n1-c1ccccc1
-4	O=C(c1ccc2ccccc2n1)N1CCN(C2CC2)CC1
5	C/C(=N\Nc1ccc([N+](=O)[O-])cc1)c1ccc(Br)cc1
20	O=S(=O)(Nc1cccc2cccnc12)c1cccc(F)c1
9	Cc1c(CCC(=O)NC2CCS(=O)(=O)C2)c(=O)oc2cc(O)ccc12 (configuration not stated)
-3	Cc1ccc(F)cc1NC(=O)COC(=O)c1ccc2ccccc2n1
-6	COc1ccc(Nc2nc3ccccc3nc2NS(=O)(=O)c2cccc3nsnc23)cc1
2	COC(=O)[C@]12CCCCC=C1N(Cc1cccc3ccccc13)C(=O)[C@H](CC(=O)N1CCCC1)C2
12	COc1ccc(C2CC(=O)Nc3c2c(C)nn3-c2ccc(C)cc2)cc1O (configuration not stated)
1	C[N+](CCOCc1ccccc1)(CCOCc1ccccc1)CCOCc1ccccc1
-5	COc1ccccc1NC(=O)c1cc(-c2ccccn2)n[nH]1
0	Cc1ccccc1CC(=O)Nc1cccc2cccnc12
5	COc1ccccc1-c1nnc(SCC(=O)Nc2ccccc2C#N)n1-c1ccc(C)cc1

Reprinted at random: two compounds from above, in no set order.
LDHA block	canonical_smiles
2	COC(=O)[C@]12CCCCC=C1N(Cc1cccc3ccccc13)C(=O)[C@H](CC(=O)N1CCCC1)C2
-6	COc1ccc(Nc2nc3ccccc3nc2NS(=O)(=O)c2cccc3nsnc23)cc1

Later entries.
LDHA block	canonical_smiles
-5	Cc1ccc(S(=O)(=O)N2CCN(Cn3ncc4ccccc4c3=O)CC2)cc1
17	C=CCNc1nnc(SCc2ncc(-c3ccccc3)o2)s1
16	CCOc1ccc(NC(=O)COc2ncnc3ccccc23)c([N+](=O)[O-])c1
3	COc1ccc(OC)c(C2c3c(n[nH]c3C)Nc3[nH]c(=O)[nH]c(=O)c32)c1 (configuration not stated)
3	CCCc1noc(C(C)Sc2nc(C3CC3)nc3ccccc23)n1 (configuration not stated)
0	CCOC(=O)c1ccc(NC(=O)C2CC(=O)Nc3nc(C)nn32)cc1 (configuration not stated)
8	Cc1ccc2oc(C(=O)Nc3ccccc3F)cc(=O)c2c1
-6	CC(C)(C)C(c1nc2ccccc2[nH]1)n1c(-c2ccco2)nc2ccccc21 (configuration not stated)
0	Cc1cccc(NC(=O)Nc2c[nH]c(=O)[nH]c2=O)c1C
-11	Fc1ccc(CSc2nc(CN3CCOCC3)nc3ccccc23)c(Cl)c1
-1	CCOc1ccc(C(CC(=O)O)NC(=O)c2ccccc2F)cc1 (configuration not stated)
11	CCOC(CNC(=O)CS(=O)Cc1nc(-c2ccccc2)oc1C)OCC (configuration not stated)
1	COc1cc(CN(C)C(=O)Cc2nc(-c3cccs3)oc2C)ccc1OC(F)F
-6	CCCc1c(-c2ccc(Cl)cc2)ncn1Cc1cccc(-c2ccccc2)c1
2	COc1ccc(-n2nnc3c(N4CCN(C(=O)Cc5cccs5)CC4)ncnc32)cc1
-12	CC(=O)Nc1ccc(NC(=O)CCc2ncc(-c3ccc(Cl)cc3)o2)cc1
7	COc1ccccc1OCCNC(=O)COc1cc2oc(=O)cc(C)c2cc1Cl
3	O=C(CN(CC1CC1)C1CC1)NC(=O)NCc1ccco1
-17	Cc1ccc(N(CC(=O)O)CC(=O)O)cc1
-6	Cn1cnc2c1c(=O)n(Cc1ccccc1F)c(=O)n2C
3	CCCS(=O)(=O)NC(C)C(=O)O (configuration not stated)
3	Cc1cccc(/C=C(/C(=O)N2CCCC(C)C2)c2cccs2)c1 (configuration not stated)
5	COc1cc(OC)c2c(C)c(CC(=O)N3CCC(O)(c4ccc(Cl)cc4)CC3)c(=O)oc2c1
-15	CC1(c2nc3ccccc3[nH]2)CCCC2=Nc3ccccc3CN21 (configuration not stated)
2	COc1ccc(NC(=O)c2sc3nc4c(c(-c5ccco5)c3c2N)CCCCC4)c(OC)c1
-8	CC(C)(C)c1ccc(O)c(NC(=O)c2cc[n+]([O-])cc2)c1
-2	O=C(NC1CCS(=O)(=O)C1)c1cc(-c2ccco2)on1 (configuration not stated)
6	NS(=O)(=O)c1ccc(N/N=C/c2ccco2)c([N+](=O)[O-])c1
5	Cc1nc(-c2ccncc2)[nH]c(=O)c1CC(=O)N(C)C1CCCC1
-2	COc1ccc([C@H]2CC(=O)C[C@@H](CCn3cc(CC4CCCC4)nn3)O2)cc1
9	COc1ccccc1-c1noc(CSc2nnc(-c3cccs3)n2C2CC2)n1
7	CCN1CCN(C(=O)C2CC(C)=C(C)CC2C(=O)O)CC1 (configuration not stated)
3	Cc1ccc2oc(C(=O)Nc3ccc(C)c(C)c3)cc(=O)c2c1
-5	O=S(=O)(NCc1ccco1)c1cccs1
-4	CCN(CC)C(=O)c1cc(-c2ccccc2Cl)nc2ccccc12
-6	Cc1csc(CNC(=O)c2ccccn2)n1
3	CCCCCC1CCC(c2ccc(-c3ccccc3)cc2)=CC1=O (configuration not stated)

A portion of the library, so the mix of outcomes need not match the whole.
